Screening data (PubChem BioAssay)
HEK293 NOD2/NF-kB: NOD2 signaling inhibitors, cell-based, luminescence, uHTS, HEK293 (AID 1566). HEK293 NOD2/NF-kB luciferase reporter, luminescence; higher % means a stronger effect. one-dose inhibition, % at 4 µM; EC50 in µM for titrated hits. 290,000 tested, 0.63% active; also: many of its hits are not listed in these tables
HIV peptide binding: inhibitors of HIV fusion peptide binding, primary screen, biochemical, uHTS, fluorescence dequenching (AID 1986) | cell-free peptide binding, fluorescence dequenching, 30 min; higher % means a stronger effect | inhibition, % at 20 µM, or IC50 in µM where a hit was titrated | 290,000 tested, 0.3% active; in the data active = inhibition mostly above about 52%, no sharp cut-off; inactive = mostly below about 76%; also: some results filed as inactive read as strong as hits
Myeloid diff MLP: induction of myeloid progenitor differentiation, primary screen, cell-based, flow cytometry, MLPCN library; AID 624256, 2012; ER-HoxA9 myeloid progenitors, lysozyme-GFP differentiation; calls only at 10 µM; 360,000 tested, 1% active;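 active = normalized GFP-positive differentiation at or above the plate's own cutoff, the solvent-only control mean plus 3 SD; inconclusive = no clear call, values can overlap the other calls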;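 also: cells exposed to compound for four days before flow analysis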
KOR beta-arrestin-1: KOR antagonists, beta-arrestin recruitment, cell-based, luminescence, uHTS (AID 1778); KOR beta-arrestin recruitment, luminescence, antagonist mode; higher % means a stronger effect; one-dose inhibition, % at 10 µM; IC50 in µM for titrated hits; 290,000 tested, 0.091% active; also: strong numbers were not always called active
NOD1 NF-kB reporter: NOD1 signaling inhibitors, primary screen, cell-based, luminescence, uHTS (AID 1578); NOD1-driven NF-kB luciferase reporter cells, luminescence; higher % means a stronger effect; 290,000 tested, 1% active; one-dose inhibition, % at 4 µM; EC50 in µM for titrated hits; in the data active = inhibition mostly above about 36%, no sharp cut-off; inactive = mostly below about 34%;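 also: HEK-293T reporter cells stimulated with the NOD1 agonist gamma-tri-DAP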
GPR55 beta-arrestin: GPR55 agonists via beta-arrestin recruitment, primary screen, imaging, U2OS cells, beta-arrestin-GFP redistribution (AID 1961); U2OS GPR55 beta-arrestin-GFP redistribution imaging; higher % means a stronger effect; one-dose activation, % at 10 µM; EC50 in µM for titrated hits; 290,000 tested, 0.048% active;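 active = activation above 40% with more than 50 cells counted in the well; inconclusive = wells holding fewer than 50 cells, flagged as toxic or sparse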;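 also: U2OS osteosarcoma cells stably expressing GPR55 and beta-arrestin-GFP; plate controls were DMSO negative control for no effect and LPI positive control for full effect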
GPR55 antagonists: GPR55 antagonists blocking LPI-driven arrestin recruitment, primary screen, imaging, U2OS, beta-arrestin-GFP, LPI agonist (AID 2013) | 290,000 tested, 0.13% active | G-protein coupled receptor 55 (Homo sapiens) | U2OS GPR55 beta-arrestin-GFP translocation imaging, LPI antagonism; higher % means a stronger effect | inhibition, % at 10 µM; hits with a dose series show IC50 in µM;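 active = spots per cell inhibited over 60%, with over 100 cells counted and total cytoplasm intensity under 500,000; inconclusive = wells with under 100 cells, flagged as likely toxic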;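 also: U2OS cells stably carrying GPR55 and arrestin-GFP stimulated by 5 µM LPI near EC80; imaged beta-arrestin-GFP aggregate spots per cell after agonist stimulation; plate controls were LPI-stimulated DMSO wells for no effect and DMSO wells without LPI for full effect; some results filed as inactive read as strong as hits; confirmed hits need IC50 under 10 µM and bright autofluorescent wells are also inconclusive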
KOR beta-arrestin-2: KOR agonists, beta-arrestin recruitment, primary screen, cell-based, luminescence, uHTS (AID 1777); KOR beta-arrestin recruitment, luminescence; higher % means a stronger effect; Kappa-type opioid receptor (Homo sapiens); one-dose activation, % at 10 µM; EC50 in µM for titrated hits; 280,000 tested, 0.02% active; in the data active = activation above about 50%, passing the limit was not always enough; also: a part of the inactive calls stands beside numbers as strong as those of hits
GPR35 antagonists: GPR35 antagonists blocking zaprinast-driven arrestin recruitment, primary screen, imaging, U2OS, beta-arrestin-GFP, zaprinast agonist (AID 2058). G-protein coupled receptor 35 (Homo sapiens). U2OS GPR35 beta-arrestin-GFP translocation imaging, zaprinast antagonism; higher % means a stronger effect. one-dose inhibition, % at 10 µM; IC50 in µM for titrated hits. 290,000 tested, 0.052% active;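 active = inhibition of at least 50% with at least 30 cells and total cytoplasm GFP at most 10,000,000; inconclusive = under 30 cells or total GFP of 10,000,000 plus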
Myeloid diff MLP GFP+ MAC1+ %: further read-out of Myeloid diff MLP, marked with its call; GFP+ MAC1+ double positive, %; measured here: differentiation confirmed by MAC1 staining
The depositor's hits bear a star; i = inactive; ? = inconclusive; / = not tested or not shown; [ ] = dose if it differs, or a comment. Rule as the data show it, unless noted: active = inhibition above about 50%; inactive = the rest. Only part of the results is shown; the hit share may differ from the screen's.

SMILES	HEK293 NOD2/NF-kB	HIV peptide binding	Myeloid diff MLP	Myeloid diff MLP GFP+ MAC1+ %	KOR beta-arrestin-1	NOD1 NF-kB reporter	GPR55 beta-arrestin	GPR55 antagonists	KOR beta-arrestin-2	GPR35 antagonists
O=S(Cc1cc(Sc2ccccc2)nc(-c2ccccc2)n1)c1ccccc1 (centres undefined)	-3.3%	-0.3%	i	0.7	-26.3%	-64.6%	0.0%	4.9%	3.8%	-1.7%
CC(Oc1ccc(Cl)cc1Cl)C(=O)Nc1cccnc1 (centres undefined)	12.5%	-1.7%	i	1.2	12.4%	-11.2%	0.1%	-2.6%	-3.3%	-5.4%
CCOC(=O)N1CCN(S(=O)(=O)c2ccc(C(=O)Nc3ccc(F)cc3F)cc2)CC1	-31.6%	-3.0%	?	/	-114.0%	/	0.1%	-8.3%	4.6%	0.3%
CNC(=S)N(CCO)Cc1cc2cc3c(cc2[nH]c1=O)OCCO3	21.5%	-2.6%	i	0.9	4.7%	-1.5%	0.0%	8.3%	-2.7%	11.4%
CCC(Cc1ccccc1)NC(=O)C1CCC(CNc2c(N3CCCC3)c(=O)c2=O)CC1 (centres undefined)	3.6%	0.0%	i	1.7	3.5%	-3.9%	-0.2%	15.0%	3.7%	15.5%
O=C(Nc1nc(-c2nc3ccccc3s2)cs1)c1ccc(S(=O)(=O)N2CCOCC2)cc1	11.8%	1.7%	i	9.5	-1.3%	47.5%	0.2%	22.2%	-2.4%	-9.8%
Cc1ccc(NC(=O)N(CCC(=O)O)Cc2ccccc2)cc1	4.0%	-0.8%	i	0.6	25.7%	-11.2%	-0.2%	-5.4%	-5.2%	16.6%
COC(=O)c1cc(C(=O)OC)cc(-n2c(C)cc(C=O)c2C)c1	-0.1%	-0.8%	i	0.2	-6.2%	-29.8%	1.1%	17.6%	-1.6%	-1.8%
O=C(CN1C(=O)S/C(=C/c2cccs2)C1=O)N1CCOCC1	-2.6%	2.0%	i	1.0	7.1%	-12.1%	0.0%	5.4%	0.7%	7.8%
N#C/C(=C(O)\C=C\c1ccccc1)c1nc2ccccc2[nH]1	-45.3%	-0.8%	i	0.1	64.4%	27.7%	-0.1%	-4.3%	-3.1%	-14.9%
Cc1ccc(NC(=O)COC(=O)CSC(=S)N2CCOCC2)cc1	-0.8%	-1.5%	i	0.9	-6.4%	-18.1%	0.2%	10.5%	-3.3%	-9.1%
CCOC(=O)C1(CCc2ccccc2)CCN(C(=O)C2CCCO2)CC1 (centres undefined)	-16.8%	2.4%	i	0.8	-15.3%	-30.2%	-0.3%	2.4%	-0.1%	3.1%
CCOc1c(CNCCCSc2nc(C)cc(C)n2)cccc1OC	7.7%	3.3%	i	0.4	-21.0%[20 µM]	-28.6%	0.1%	0.6%	-2.7%	-1.8%
CN1CCN(C(=O)c2ccc3c(Cl)c4c(nc3c2)CCCC4)CC1	0.3%	-0.6%	i	1.3	-25.2%	-12.1%	-0.1%	8.5%	-2.9%	10.1%
O=C(COc1ccc(Cl)cc1)Nc1ccc2oc(-c3ccncc3)nc2c1	12.9%	-0.1%	i	0.0	-1.8%	-1.0%	0.3%	24.2%	-4.0%	-1.3%
CCOC(=O)N1CCC(N2Cc3cccc(C(=O)O)c3C2=O)CC1	2.4%	0.1%	i	2.1	5.1%	-18.5%	1.2%	3.3%	-4.6%	-22.6%
COC(=O)C1=C(C)N(C)C(=O)/C1=C\c1cccs1	16.5%	2.4%	i	4.6	-26.5%	-4.1%	-0.3%	-7.6%	-1.7%	2.2%
Oc1c(C(c2ccccc2Cl)N2CCCC2)ccc2cccnc12 (centres undefined)	14.1%	0.7%	i	0.0	57.9%*	-33.0%	-0.1%	18.0%	-4.9%	-17.9%
Nc1nncn1C(=O)CCCOc1ccccc1	20.1%	0.7%	i	0.6	-4.5%	8.5%	-0.1%	10.6%	1.3%	16.9%
Nc1nnc(-c2ccccc2Cl)s1	-4.8%	-1.8%	i	1.6	-35.0%	-26.5%	-0.2%	6.9%	5.3%	4.5%
O=C(OCCN1C(=O)c2ccccc2C1=O)c1cccs1	-4.2%	-2.0%	i	5.9	-18.6%	-42.7%	-0.1%	-8.0%	0.3%	-1.1%
CCOC(=O)/C(C(C)=O)=C1/OC(=O)c2ccccc21	2.3%	-0.5%	i	5.5	-3.6%	-19.0%	0.2%	4.5%	2.8%	5.4%
COc1ccc(OC)c2[nH]c(=O)c(CCNC(=O)c3ccc(Br)o3)cc12	9.0%	0.1%	i	1.5	-1.5%	-5.3%	-0.1%	2.7%	-8.1%	-2.4%
Cc1ccccc1OCc1nnc(SCc2cc(=O)[nH]c3ccccc23)n1-c1ccccc1	5.4%	-3.1%	i	0.6	3.8%	-22.8%	-0.3%	10.6%	-4.4%	-2.9%
COc1cccc(N/C(N)=N/c2nc(C(F)(F)F)cc(=O)[nH]2)c1	12.9%	2.4%	i	0.6	26.3%	-10.6%	0.2%	10.6%	-1.8%	12.5%
O=C(Oc1ccccc1C(=S)N1CCOCC1)c1ccccc1	-8.2%	-1.5%	i	1.9	-26.0%	6.9%	-0.1%	4.2%	5.4%	9.0%
COc1cccc(C(=O)NC(=S)Nc2ccc(Cl)cc2C(=O)O)c1	24.5%	-0.4%	i	0.3	9.4%	-2.0%	-0.2%	22.6%	6.8%	-7.4%
CN1CCN(Cc2c(O)ccc3occ(C(=O)c4ccccc4)c23)CC1	11.6%	0.5%	i	1.0	-13.4%	-9.9%	-0.2%	11.4%	2.0%	-8.5%
Cc1ccc2cc(CN(Cc3cccs3)Cc3nnnn3C(C)(C)C)c3nnnn3c2c1	8.2%	1.4%	/	/	32.7%	-7.7%	-0.2%	-0.4%	0.7%	-8.1%
O=C(CCc1nc(-c2ccccc2)no1)NCCc1ccccc1	-18.7%	-3.5%	i	1.2	-31.3%	-5.6%	0.4%	-14.0%	0.0%	7.6%
COc1cnc(-c2ccccn2)nc1Sc1ccc(C)cc1	3.2%	-0.7%	i	0.3	-3.9%	-28.6%	-0.7%	7.0%	-0.7%	1.8%
COc1ccccc1/C=C(/CC(=O)NCc1ccc2c(c1)OCO2)c1nc2ccccc2s1	-30.2%	0.5%	i	0.5	12.3%	-23.4%	0.5%	3.6%	1.3%	4.8%
O=C(NCc1ccco1)c1ccc(Cn2c(=O)c3ccccc3n(Cc3cccc(F)c3)c2=O)cc1	-3.0%	-1.5%	i	0.8	/	-4.8%	0.0%	24.3%	-3.6%	16.6%
CCCN(Cc1cc2ccc(C)cc2[nH]c1=O)C(=O)c1ccccn1	11.9%	-2.6%	i	0.8	-12.3%	-9.4%	-0.1%	-0.4%	46.4%	-9.1%
COc1ccc(C2c3[nH]c4ccccc4c3C[C@H]3C(=O)N(CCCO)CC(=O)N23)cc1OC (some centres undefined)	15.4%	-0.8%	/	/	-11.7%	5.2%	0.0%	7.2%	-5.0%	6.3%
COc1ccc(CC(=O)Nc2cccc(-c3ccc4nnc(C)n4n3)c2)cc1	5.5%	-0.5%	i	0.2	-1.6%	-28.6%	-0.6%	-2.2%	-4.9%	-2.4%
CC(C)(C)NC(=O)CSc1nc2ccccc2c(=O)[nH]1	-8.3%	2.4%	i	0.3	3.1%	-3.6%	1.4%	5.6%	-0.4%	1.6%
Cc1cc(SCC2=NNC(=O)C2)c(Cl)cc1Cl	17.5%	7.5%	i	0.2	15.2%	-5.3%	-0.1%	-5.5%	-1.1%	-1.5%
CC(C)(C)C(=O)C(Cc1ccccc1Cl)n1cncn1 (centres undefined)	8.1%	-0.6%	i	1.2	-17.5%	7.7%	-0.1%	-11.6%	/	-13.0%
C=CCNC(=O)NC(=O)COC(=O)C(C)Oc1ccc(Cl)cc1Cl (centres undefined)	-11.6%	2.3%	i	0.3	5.1%	-32.2%	0.4%	13.8%	0.5%	4.9%
COc1ccc2c(C)c(C(=O)N3CC[C@@H](N4CCC(O)CC4)[C@H](O)C3)oc2c1	-7.2%	2.7%	i	1.0	12.7%	-1.9%	-0.1%	10.6%	2.1%	-15.2%
Cc1ccc(Nc2nc3ccc(Cl)cc3n3cnnc23)cc1F	10.8%	0.6%	i	1.3	-28.3%	3.1%	-0.1%	9.7%	-1.2%	-4.3%
S=C(NCc1ccccc1)NNc1ccccc1	0.7%	-2.9%	i	0.4	15.6%	-15.3%	0.1%	-0.1%	-0.3%	-0.9%
Cc1ccc(S(=O)(=O)N/N=C\c2ccc3c(c2)OCO3)cc1C	4.7%	0.3%	i	1.2	-11.8%	-10.5%	-0.1%	11.0%	-1.9%	-4.6%
COc1ccc2c(Cl)c(C(=O)NN)sc2c1	-14.9%	1.3%	i	1.3	-19.5%	-15.7%	0.0%	6.4%	3.1%	8.4%
O=C(Cc1ccc(F)cc1)NCc1cccnc1	19.6%	2.6%	i	0.2	3.2%	-13.1%	0.5%	5.9%	2.2%	-1.1%
C=C(C)Cn1c(SCC(=O)N/N=C/c2ccccc2)nc2ccccc2c1=O	13.6%	1.1%	i	0.4	3.9%	-16.4%	-0.2%	1.6%	-3.0%	4.0%
Nc1nc(CSC(=S)N2CCCCC2)nc(Nc2ccccc2)n1	-46.5%	-1.5%	i	0.6	-12.5%	-42.5%	0.2%	13.1%	-5.3%	0.3%
O=C(CCNC(=O)c1ccco1)Nc1ccccc1	-1.4%	-2.1%	?	/	-15.7%	-7.4%	/	-5.8%	-2.3%	18.4%
COc1ccccc1CN1CC(C(=O)NCCC2=CCCCC2)CCC1=O (centres undefined)	-0.5%	2.0%	i	4.1	-53.9%	-20.5%	0.2%	1.4%	1.0%	4.5%
Other results.
SMILES	HEK293 NOD2/NF-kB	HIV peptide binding	Myeloid diff MLP	Myeloid diff MLP GFP+ MAC1+ %	KOR beta-arrestin-1	NOD1 NF-kB reporter	GPR55 beta-arrestin	GPR55 antagonists	KOR beta-arrestin-2	GPR35 antagonists
COc1ccc(C(=O)/C=C/Nc2cccc(C)n2)cc1OC	-96.1%	-1.0%	i	0.9	-34.8%	-61.8%	-0.1%	-5.5%	3.8%	3.4%
CSc1cccc(NC(=O)/C=C/c2ccco2)c1	-11.5%	41.3%	i	0.2	3.8%	-33.7%	-0.4%	2.2%	-2.8%	13.5%
COc1ccc(N=CC2=C(O)CC(c3ccccc3)CC2=O)c(OC)c1 (centres undefined)	-3.8%	4.2%	i	0.4	-11.1%	-40.0%	0.3%	-3.0%	-2.2%	-15.2%
COc1ccc(C2=NCCNC(C(F)(F)F)=C2)cc1	1.8%	1.0%	i	0.2	-13.2%	-26.4%	0.6%	6.4%	-2.2%	2.1%
